Compound activity deposited in PubChem BioAssay by several laboratories.
E coli Lon inh – E. coli protease La inhibition. 360,000 tested, 0.42% active. P0A9M0. purified E. coli Lon protease, fluorescence polarization. inhibition, % at 7.94 µM; in the data active = inhibition above about 13%, passing the limit was not always enough;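 also: 0% = enzyme with probe and DMSO and 100% = no enzyme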
MLLE-PAM2 inh – blocks PAM2 peptide binding to the PABP1 MLLE domain; P11940; GST-MLLE / FITC-PAM2 fluorescence polarization; inhibition, % at 20 µM; 360,000 tested, 0.36% active; AID 588489; in the data active = inhibition above about 35%, passing the limit was not always enough;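 also: plate controls were DMSO wells with GST-MLLE for no effect and wells lacking GST-MLLE protein for full effect; some results filed as inactive read as strong as hits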
FAS-TE inh – blocks the thioesterase domain of human fatty acid synthase. P49327. recombinant FAS-TE, OMFH fluorogenic substrate, fluorescence endpoint. inhibition, % at 15 µM. 360,000 tested, 0.67% active;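 active = compounds whose normalised, plate-corrected inhibition of enzyme fluorescence in the single-dose primary screen is 50% or more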;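 also: 0% = DMSO with enzyme and 100% = substrate without enzyme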
MsrA inhibitor – inhibits bovine methionine sulfoxide reductase A. purified bovine MsrA, absorbance read-out. 360,000 tested, 0.75% active. inhibition, % at 15.5 µM. AID 651718; in the data active = inhibition above about 4.5%;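 also: 0% = vehicle wells with enzyme and 100% = reference inhibitor wells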
Neddyl block – blocks human cullin neddylation; calls only at 25 µM; AID 651699; TR-FRET cullin neddylation, biochemical; 360,000 tested, 0.58% active; in the data active = inhibition above about 36%
Target sequence (P61081 whole entry, looked up): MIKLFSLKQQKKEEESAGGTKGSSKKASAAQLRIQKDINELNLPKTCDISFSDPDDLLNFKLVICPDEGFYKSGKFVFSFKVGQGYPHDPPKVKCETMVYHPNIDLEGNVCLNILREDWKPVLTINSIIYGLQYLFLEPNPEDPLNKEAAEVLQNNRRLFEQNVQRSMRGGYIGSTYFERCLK
Target sequence (Q13564 whole entry, looked up): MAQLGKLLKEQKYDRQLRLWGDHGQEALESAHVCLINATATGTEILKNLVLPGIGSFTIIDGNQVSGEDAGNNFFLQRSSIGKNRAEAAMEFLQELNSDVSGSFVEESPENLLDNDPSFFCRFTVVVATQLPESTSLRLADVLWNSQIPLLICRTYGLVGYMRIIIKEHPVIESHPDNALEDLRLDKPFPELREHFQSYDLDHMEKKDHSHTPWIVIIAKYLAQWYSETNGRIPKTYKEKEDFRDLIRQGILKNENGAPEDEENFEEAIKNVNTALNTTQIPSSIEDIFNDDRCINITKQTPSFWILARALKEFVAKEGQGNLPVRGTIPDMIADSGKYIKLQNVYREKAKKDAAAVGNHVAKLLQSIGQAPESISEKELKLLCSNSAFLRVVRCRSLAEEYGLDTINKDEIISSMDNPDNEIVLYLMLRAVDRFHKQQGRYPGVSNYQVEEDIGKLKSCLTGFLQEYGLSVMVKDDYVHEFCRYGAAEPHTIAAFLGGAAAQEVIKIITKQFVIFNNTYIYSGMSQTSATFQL
TbMetRS inhib – Trypanosoma brucei MetRS inhibition | inhibition, % at 11.9 µM | purified T. brucei MetRS, ATP depletion, Kinase-Glo luminescence | 360,000 tested, 0.4% active;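 active = inhibition above a per-plate cutoff of the control wells' mean inhibition plus 3 SD, cut at about 5.5% in these data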;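 also: 0% = DMSO wells median and 100% = median of wells with control inhibitor compound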
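Material: T. brucei methionyl-tRNA synthetase, purified; reagent: substrates ATP, L-methionine and bulk Escherichia coli tRNA; dosing: 11.9 µM single point; timing: 15 min plus 2 h at 25 °C; detection: luminescence of leftover ATP; evaluation: % inhibition; control set: DMSO-only wells as low control; replicates: singlicate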
bovine MsrA act – activators of bovine methionine sulfoxide reductase A; purified bovine MsrA, absorbance read-out; activation, % at 10.6 µM; 360,000 tested, 0.3% active; AID 602163; in the data active = activation above about 7.5%;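 also: 0% = vehicle and 100% = reference activator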
CSN inh – inhibitors of human CSN-mediated cullin deneddylation; Q92905; Purified CSN, SCF-Nedd8-OG deneddylation, fluorescence polarization; inhibition, % at 12.5 µM; 360,000 tested, 0.38% active; AID 651999;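 active = pattern-corrected inhibition above about 35%, with an unprinted fluorescence ratio check between 0.5 and 1.5, limit read from the data, passing the limit was not always enough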;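 also: 0% = enzyme with substrate and 100% = substrate without enzyme; some results filed as inactive read as strong as hits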
Target sequence (Q92905 whole entry, looked up, one chain of several): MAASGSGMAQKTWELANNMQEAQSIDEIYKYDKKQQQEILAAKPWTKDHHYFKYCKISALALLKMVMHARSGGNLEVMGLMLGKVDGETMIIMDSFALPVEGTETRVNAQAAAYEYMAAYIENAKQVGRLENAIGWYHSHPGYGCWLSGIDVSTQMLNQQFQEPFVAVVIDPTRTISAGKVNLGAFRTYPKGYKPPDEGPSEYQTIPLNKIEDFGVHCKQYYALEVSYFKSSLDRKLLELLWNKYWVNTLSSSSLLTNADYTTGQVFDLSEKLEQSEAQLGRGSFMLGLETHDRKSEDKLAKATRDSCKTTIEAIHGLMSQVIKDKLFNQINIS
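Assay system: HEK293T-derived human Csn5 enzyme; quantity: 0.24 nM enzyme; medium: Tris/NaCl/DTT buffer, pH 7.5; also added: substrate SCFSkp2-Nedd8OG, 10 nM; doses: 12.5 µM compound; schedule: 90 min reaction at room temperature; signal: FP; read-out: % inhibition of substrate cleavage by Csn5; benchmarks: substrate-only high control, full reaction low control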
Rin1 Abl inh – blocks binding of human Rin1 to Abl. inhibition, % at 7.35 µM. P00519+Q13671. TR-FRET Rin1/Abl binding, biochemical. 360,000 tested, 0.4% active; in the data active = inhibition above about 5%, passing the limit was not always enough
* hit, by the source's call; i = inactive.

SMILES | E coli Lon inh | MLLE-PAM2 inh | FAS-TE inh | MsrA inhibitor | Neddyl block | TbMetRS inhib | bovine MsrA act | CSN inh | Rin1 Abl inh
O=C(Nc1ccccc1)ON=C1CCCC1 | -3.6 | 0.0 | -5.7 | -0.8 | i | 0.0 | -3.2 | -3.3 | 4.0
CC1=Nc2cc(C(=O)O)ccc2Sc2c(C)ccc(C)c21 | -14.9 | -9.8 | -2.4 | -0.5 | i | -0.8 | -4.5 | 7.9 | 1.7
Cc1cccc(C(=O)NC(=S)NNC(=O)c2cccs2)c1 | -0.3 | 30.0 | -2.1 | 0.2 | i | -0.9 | -0.2 | -7.2 | -6.6
COc1cccc(CC(=O)OCC(=O)NCc2ccc3c(c2)OCO3)c1 | -7.1 | 1.2 | -9.8 | -0.3 | i | 0.1 | -2.1 | 0.1 | 3.1
CCCCC(CC)C(=O)Nc1ccccc1C#N (configuration not stated) | 4.2 | 2.9 | -0.2 | -0.2 | i | -0.5 | 2.9 | 1.7 | 1.1
C=CCn1c(SCC(=O)NC2CCCC2)nnc1-c1cccnc1 | -5.6 | 13.0 | -4.5 | 0.2 | i | 0.0 | -3.8 | 4.6 | -0.3
O=C(Nc1ccc(Cl)c(Cl)c1)Nc1ccccc1O | -12.2 | -1.6 | 25.2 | -0.8 | i | 0.8 | -2.0 | 4.9 | -1.1
COC(=O)c1cccc(CSc2nnc(C)s2)c1 | -2.8 | 0.2 | -6.8 | 1.1 | i | 0.0 | 0.5 | -6.5 | 1.7
O=C(/C=C/c1ccc(F)cc1)N1CCN(c2ncccn2)CC1 | -1.8 | -14.5 | -0.6 | 0.9 | i | -0.1 | -5.0 | -2.4 | 1.7
COC(=O)c1cn(Nc2ncc(C(F)(F)F)cc2Cl)c(=O)c2ccccc12 | -6.7 | 4.0 | 16.5 | 1.8 | i | -0.4 | 3.0 | 4.3 | 1.3
O=C(NC1CC1)C1=C[C@@H](c2ccc(Br)cc2)C[C@@H](OCc2ccc(CO)cc2)O1 | -11.0 | -8.8 | 2.4 | 0.5 | i | 0.1 | -2.3 | 104.2 | 3.1
CN(C)S(=O)(=O)Oc1ccc(Cl)cc1C(=O)Nc1cccc(C(F)(F)F)c1 | -2.2 | -9.3 | 33.6 | 1.1 | i | -0.1 | 4.0 | 1.4 | 3.6
CCOC(=O)N1CCN(C(=O)C2CCN(S(=O)(=O)c3ccc(Br)s3)CC2)CC1 | -6.2 | 14.8 | 1.9 | -0.8 | i | -0.7 | -2.4 | -4.5 | 0.9
COc1ccc(CCn2c(C)cc(C(=O)CN3C(=O)C(=O)N(C4CCCC4)C3=O)c2C)cc1OC | -5.5 | -0.1 | 14.1 | 0.6 | i | -0.5 | -1.6 | -2.1 | -3.5
COC(=O)c1sc(N)c(C(=O)OC)c1CSc1nnnn1C | 3.0 | -30.8 | -4.5 | 2.7 | i | -0.7 | -5.9 | 2.3 | -1.2
CC(/C=N\N1CCN(c2ccc(Cl)cc2)CC1)=C\c1ccccc1 | -5.6 | 6.8 | -8.1 | -1.2 | i | -1.2 | -5.6 | -0.2 | 2.3
COc1cccc(-c2c(C#N)c(SC)nc3cc(C)nn23)c1 | 9.8 | -10.8 | -3.6 | 2.3 | i | -1.0 | -7.5 | 0.0 | 0.5
O=C(COC(=O)c1ccc([N+](=O)[O-])s1)NC(=O)NCc1ccccc1 | 2.7 | -1.7 | -1.7 | 0.8 | i | -0.3 | 15.3* | 23.1 | -2.6
COc1ccc([N+](=O)[O-])cc1NC(=O)C1CCCN1S(=O)(=O)c1cccs1 (configuration not stated) | 8.3 | 12.5 | 26.1 | -0.6 | i | -0.3 | -6.0 | -3.5 | 3.1
COc1cc(Cl)c(C)cc1NC(=O)CN1C(=O)C2CCCCC2C1=O (configuration not stated) | 2.3 | -16.0 | 3.9 | 0.9 | i | -0.3 | -1.2 | 3.3 | 2.2
Cc1nc(NCc2ccc3c(c2)OCO3)c2nnn(Cc3ccccc3)c2n1 | -1.4 | -1.2 | -0.4 | -0.2 | i | -0.7 | -7.7 | 0.8 | 3.5
COC(=O)c1ccccc1OCc1cc(=O)oc2ccc(C)cc12 | 13.1 | 21.2 | 6.2 | -0.5 | i | -0.4 | 1.2 | 3.4 | 2.1
COC(=O)[C@H](Cc1ccccc1)NC(=O)CC[C@H]1O[C@@H](n2ccc(=O)[nH]c2=O)[C@H](O)[C@@H]1O | -12.6 | -10.0 | -13.1 | -0.3 | i | -0.2 | 5.0 | 3.1 | 3.1
NC(=O)C1CCN(Cc2ccc(OCc3ccccc3)cc2)CC1 | 11.4 | -5.1 | -1.6 | 0.7 | i | -1.2 | -2.6 | 2.8 | 0.2
Cc1ccc(Cn2c(SC(C)C(N)=O)nc3ccccc3c2=O)cc1 (configuration not stated) | -4.5 | -68.7 | -3.2 | 0.5 | i | -0.3 | -3.8 | -0.3 | 0.5
COc1cccc(NC(=O)c2cccnc2)c1 | 6.3 | 4.9 | -9.1 | -0.2 | i | -0.2 | -3.1 | 4.7 | 0.8
CCC(C)NC(=O)c1ccc(CS(=O)(=O)Cc2ccc(Cl)cc2)o1 (configuration not stated) | -23.6 | 0.6 | -4.3 | -0.8 | i | 1.3 | 0.1 | 0.1 | 0.4
COc1ccc(C(=O)Oc2ccc(/C=N/Nc3ccc(Cl)c(C(=O)O)c3)cc2OC)cc1 | 8.0 | -9.9 | 3.0 | 1.2 | i | -0.3 | -13.8 | -0.9 | 0.9
NC(=O)c1ccc[n+](Cc2ccccc2)c1 | -8.6 | -2.3 | -12.1 | 0.3 | i | -0.3 | -5.3 | 0.2 | -1.7
Cc1onc(-c2ccccc2Cl)c1C(=O)OCC(=O)N1CCN(c2ccccc2)CC1 | -8.1 | 4.3 | 8.4 | 1.0 | i | -0.5 | -0.6 | -3.3 | 1.6

Structures from the list above containing an aryl thioether with sulfur outside any ring (5):
SMILES | E coli Lon inh | MLLE-PAM2 inh | FAS-TE inh | MsrA inhibitor | Neddyl block | TbMetRS inhib | bovine MsrA act | CSN inh | Rin1 Abl inh
C=CCn1c(SCC(=O)NC2CCCC2)nnc1-c1cccnc1 | -5.6 | 13.0 | -4.5 | 0.2 | i | 0.0 | -3.8 | 4.6 | -0.3
COC(=O)c1cccc(CSc2nnc(C)s2)c1 | -2.8 | 0.2 | -6.8 | 1.1 | i | 0.0 | 0.5 | -6.5 | 1.7
COC(=O)c1sc(N)c(C(=O)OC)c1CSc1nnnn1C | 3.0 | -30.8 | -4.5 | 2.7 | i | -0.7 | -5.9 | 2.3 | -1.2
COc1cccc(-c2c(C#N)c(SC)nc3cc(C)nn23)c1 | 9.8 | -10.8 | -3.6 | 2.3 | i | -1.0 | -7.5 | 0.0 | 0.5
Cc1ccc(Cn2c(SC(C)C(N)=O)nc3ccccc3c2=O)cc1 (configuration not stated) | -4.5 | -68.7 | -3.2 | 0.5 | i | -0.3 | -3.8 | -0.3 | 0.5

Compound profiles, as listed above:
Results for O=C(COC(=O)c1ccc([N+](=O)[O-])s1)NC(=O)NCc1ccccc1 → E coli Lon inh: 2.7; MLLE-PAM2 inh: -1.7; FAS-TE inh: -1.7; MsrA inhibitor: 0.8; Neddyl block: i; TbMetRS inhib: -0.3; bovine MsrA act: 15.3*; CSN inh: 23.1; Rin1 Abl inh: -2.6
Results for Cc1nc(NCc2ccc3c(c2)OCO3)c2nnn(Cc3ccccc3)c2n1 → E coli Lon inh: -1.4; MLLE-PAM2 inh: -1.2; FAS-TE inh: -0.4; MsrA inhibitor: -0.2; Neddyl block: i; TbMetRS inhib: -0.7; bovine MsrA act: -7.7; CSN inh: 0.8; Rin1 Abl inh: 3.5

Following part:
SMILES | E coli Lon inh | MLLE-PAM2 inh | FAS-TE inh | MsrA inhibitor | Neddyl block | TbMetRS inhib | bovine MsrA act | CSN inh | Rin1 Abl inh
O=C(Nc1ccc(C(=O)NCCCN2CCCCC2)cc1)C1=CSCCO1 | -8.2 | -5.2 | -8.1 | 2.5 | i | -0.1 | -2.5 | -4.5 | -1.1
CN(C(=O)c1ccco1)c1nc2c(s1)CCCC2 | -5.5 | -6.7 | 1.3 | 0.4 | i | -1.6 | -9.9 | -1.5 | -0.9
COc1c(Cl)cc(Cl)cc1/C=N/NC(=O)c1nnn(-c2nonc2N)c1CN1CCC(C)CC1 | -6.8 | -4.7 | 1.4 | -0.3 | i | 0.4 | -1.8 | -2.7 | 0.6
Cc1ccc(CN2C(=O)CCC2C(=O)NCCCN2CCC(C)CC2)cc1 (configuration not stated) | -2.3 | 9.4 | -8.8 | 0.8 | i | -1.5 | -2.2 | -1.4 | 1.4
O=C(NC1CCCC1)c1cnc2n(c1=O)CCS2 | -25.2 | 0.6 | -11.1 | 1.2 | i | 0.4 | -11.7 | 5.3 | -5.8
COc1ccccc1CN1CC(C(=O)N2CCCCCCC2)CCC1=O (configuration not stated) | -7.2 | 2.9 | -6.1 | 0.5 | i | -0.4 | -0.5 | -0.5 | -0.3
c1ccc(COC2CCCN(Cc3nc(-c4cccs4)no3)C2)nc1 (configuration not stated) | 6.9 | 40.4* | -5.1 | 0.4 | i | -0.3 | -9.5 | -0.1 | -4.9
Cc1cccc(C)c1NC(=O)C1(C)c2cccc[n+]2CC(=O)N1Cc1cccs1 (configuration not stated) | -1.0 | -123.5 | -7.8 | -1.2 | i | 0.3 | -2.1 | 6.3 | 3.7
O=C(CCc1nnc2ccc(NCc3ccc(Cl)cc3)nn12)NC1CCCCC1 | -4.4 | -2.1 | -7.6 | -0.5 | i | 1.6 | -2.3 | 1.8 | -0.5
N#Cc1ccc(C(=O)Nc2cccc(NC(=O)c3ccco3)c2)c(F)c1 | -1.4 | 2.4 | 0.7 | -1.0 | i | -0.8 | -0.6 | 3.9 | 0.9
CCOc1cccc(C(=O)Nc2ccc3oc(-c4cccnc4)nc3c2)c1 | -2.6 | 14.5 | -1.0 | 1.5 | i | -0.8 | -4.1 | 3.6 | -2.8
COc1ccc(C(=O)Nc2nnc(-c3ccccc3)o2)cc1OC | 1.6 | 5.7 | -2.7 | 1.5 | i | -0.8 | -4.9 | 2.3 | -2.7
CCOc1ccc2oc(-c3ccccc3)c(C(N)=O)c2c1 | 1.7 | -10.5 | -5.4 | 0.9 | i | 0.3 | 1.1 | 0.2 | 1.4
Clc1cccc(CN2CCSCC2)c1Cl | -0.1 | -5.0 | 4.4 | -0.8 | i | -1.1 | -1.2 | -2.5 | 1.3
CCS(=O)(=O)c1nc2ccccc2n1CC(=O)N1CCCCC1 | -10.6 | -5.6 | -6.5 | 0.1 | i | -1.3 | -4.2 | 5.3 | -0.3
O=C(CNS(=O)(=O)c1ccc(Br)cc1Cl)OCC(=O)c1ccc[nH]1 | 0.2 | -12.0 | -0.5 | 0.4 | i | -0.2 | -4.0 | 5.0 | -0.4
Cc1nc(SCN2C(=O)c3ccccc3C2=O)n[nH]1 | -3.9 | 30.2 | -3.9 | 0.6 | i | 0.4 | 1.0 | -0.2 | 2.2
CCCc1cc(=O)c2c(O)ccc(OC)c2o1 | -11.6 | -3.0 | 4.3 | -0.3 | i | 1.5 | -3.9 | 6.9 | -0.8
CN(C)CCCNc1nc2cc(-c3ccc(F)cc3)sc2c(=O)n1C | -8.2 | 11.2 | -4.6 | 0.5 | i | -0.3 | -1.9 | -1.7 | -4.9
COc1ccc(NC(=O)N2CCN(c3cccc(C(F)(F)F)c3)CC2)cc1 | 5.2 | -9.8 | -5.7 | -0.6 | i | -0.4 | -0.1 | 3.6 | -2.3
COc1ccccc1N(CC(=O)NCc1ccccn1)S(C)(=O)=O | -8.2 | 2.5 | -8.6 | -0.6 | i | -0.9 | -3.0 | -1.8 | -2.5
